ARNT TACC3 PPI: ARNT/TACC3 interaction disruption; AID 623870; inhibition, % at 9.99 µM; AlphaScreen His-ARNT PAS-B/GST-TACC3 binding, luminescence; TACC3 fragment carries E629A point mutation; 390,000 compounds, 0.66% hits;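 active = mean inhibition of replicates at least 50% and at least half of replicates each reaching 50%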;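 also: 0% = complete ARNT plus TACC3 wells and 100% = ARNT alone without TACC3; many hits fall short of the cut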
Statin myotox sup: protects C2C12 myotubes from simvastatin toxicity. rescue of ATP level, % at 7.49 µM. AID 602340. ATP luminescence, 48 h; scaled: DMSO 0, geranylgeraniol control 100. 330,000 compounds, 0.78% hits;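 active = mean ATP rescue above about 67%, or every replicate alone reaching that limit, limit read from the data, passing the limit was not always enough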;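 also: myotubes were challenged with 10 µM simvastatin during compound exposure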
PAX8 inh HTS: lowers PAX8-driven luciferase in RMG-I cells; 360,000 compounds, 1.2% hits; AID 652154; RMG-I TPO-luciferase reporter, SteadyGlo, 24 h; inhibition, % at 12.6 µM;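 active = mean replicate inhibition at least 60% with every replicate also reaching 60%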;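 also: luciferase light reporting Pax8 driven TPO promoter activity; plate controls were median of neutral control wells for no effect and mitoxantrone controls for full effect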
PGC1a acetyl inh: modulators of PGC1a acetylation; inhibition, % at 15.6 µM; 350,000 compounds, 0.17% hits; U2OS PGC1a acetylation, AlphaScreen anti-acetyl-lysine; with virally co-expressed GCN5 acetyltransferase;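 active = every replicate shows inhibition of at least 40%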;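 also: 0% = neutral control wells and 100% = positive control wells; some results beyond the cut were filed as inactive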
LGR2 antag: inhibitors of bursicon-induced Drosophila LGR2 receptor cAMP signaling. HEK293 LGR2, CRE-luciferase, bursicon-stimulated, 4 h. inhibition, % at 9.99 µM. 380,000 compounds, 0.35% hits. AID 720647;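 active = drop in luminescence signal, shown as inhibition above about 50% in the replicate tests, limit read from the data, passing the limit was not always enough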;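 also: agonist challenge used bursicon conditioned medium at about half maximal strength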
INS-1E GSIS act: primary screen for activators of insulin secretion dependent on glucose, INS-1E cells, GLuc reporter luminescence | INS-1E GLuc reporter insulin secretion, 2-3 h | AID 743287 | 370,000 compounds, 0.61% hits | activation, % at 16.6 µM;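 active = lowest replicate activation of at least 40%, so every replicate reaches that level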;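 also: 0% = median of neutral control wells and 100% = median of IBMX positive control wells; some compounds called inactive have numbers as strong as hits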
PglD inh: inhibitors of Campylobacter jejuni PglD acetyltransferase. purified PglD enzyme, DTNB colorimetric CoA detection. inhibition, % at 12.5 µM. 360,000 compounds, 0.098% hits; in the data active = inhibition above about 16%, passing the limit was not always enough; also: strong numbers were not always called active
Cneo AK release: Cryptococcus neoformans lysis via adenylate kinase release; C. neoformans lysis, adenylate kinase release luminescence, 4 h; normalised: neutral wells 0, clomiphene wells 100; lysis activity, % at 15 µM; 360,000 compounds, 0.2% hits;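 active = mean lysis activity across replicates of at least 80%, whatever share of replicates individually reach that level; inactive = mean lysis activity below 80%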
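Signal: Adenylate kinase release luminescence | Assay system: Log-phase Cryptococcus neoformans yeast cells | Input: Cells at 5 × 10^6 per mL | Buffer or medium: Fresh YPD growth medium | Compound: Single dose | Schedule: Static 4 h at 37 °C with compound, 1 h detection | Controls: Clomiphene | Read-out: Luminescence rise reflecting yeast cell lysis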
* hit, by the source's call; x = no result given; & = joins results of further samples.

Values run as follows: ARNT TACC3 PPI, Statin myotox sup, PAX8 inh HTS, PGC1a acetyl inh, LGR2 antag, INS-1E GSIS act, PglD inh, Cneo AK release
> CCC1Nc2ncnc(N3CCOCC3)c2N(Cc2ccc(C)cc2)C1=O (stereo unspecified)
  -4, 8, 5, -19, 0, -4, 2, 0
> CCN(CC(=O)Nc1ccc2c(c1)OCCO2)C(=O)c1ccc(CS(C)(=O)=O)cc1
  0, -2, -27, 2, -27, 5, -3, -2
> COc1ccc(NC(=O)Nc2cccc3c2O[C@H](CN(C)C(=O)NC2CCCCC2)[C@@H](C)CN([C@@H](C)CO)C3=O)cc1
  -5, -45, -17, -11, -7, 2, 2, 3
> Cc1ccc(-n2c([C@@H]3C[C@H]3c3ccccc3)n[nH]c2=S)cc1
  -12, 1, -12, 5, -13, x, x, x
> NC(=O)c1c(NC(=O)c2ccc([N+](=O)[O-])o2)sc2c1CCCC2
  x, x, 47, -1, 7, -8, -2, 0
> C=CCOc1ccc(CNc2nn[nH]n2)cc1OC
  -2, 11, x, 1, x, x, 1, 1
> COc1cc(OC)c(C2=NOC(C(=O)NCc3ccc4c(c3)OCO4)C2)cc1Cl (stereo unspecified)
  1, -3, x, x, x, x, -3, -3
> Cc1c(OC(C)C(=O)NCC2CCC(C(=O)O)CC2)ccc2c1oc(=O)c1ccccc12 (stereo unspecified)
  -11, 8, x, 3, x, x, 4, 6
> COc1ccc(C(=O)C[n+]2ccc3c(c2)nc(-c2cc(OC)c(OC)cc2OC)n3C)cc1
  -2, -47, x, 5, -1, 2, -2, 2
> CC(C)NC(=O)c1onc(CSc2cccc3ccccc23)c1C(=O)O
  1, 7, 25, -3, 9, -38, 1, 0
> COc1ccc(O)c(C(=O)c2cnn(S(=O)(=O)c3ccc(C)cc3)c2)c1
  x, -3, -46, 7, -8, 7, -6, -1
> CCCNC(=O)c1ccccc1N1CCN(CCCCN2C(=O)C3CCCCN3C2=O)CC1 (stereo unspecified)
  -1, -1, 27, 9, -5, 8, -3, -1
> O=C(Nc1cccc(S(=O)(=O)Nc2ccc(Cl)cc2)c1)c1ccc[n+]([O-])c1
  0, 1, -1, -12, -6, -38, x, x
> O=C(CSc1nnc(-c2cccnc2)n1CCN1CCCCC1)Nc1cccc(Cl)c1
  25, x, 17, x, -4, 3, x, x
> CCOc1ccccc1NC(=O)C1CCCN(C(=O)Nc2ccccc2)C1 (stereo unspecified)
  -2, -8, -5, -1, x, x, -10, 1
> COc1ccc(C)cc1NC(=O)c1ccc(NS(=O)(=O)c2cccs2)cc1
  7, -40, -3, 2, 2, -15, 0, 2
> CSc1nc2ncc(C#N)cn2n1
  3, 4, -13, 0, 11, 0, 0, -1
> O=C(C1CCCCC1)N(Cc1ccccc1)c1ccccn1
  -2, 8, -9, -1, x, x, 5, 1
> CC1CCC(NC(=O)COC(=O)CCC(=O)c2ccc(Cl)s2)CC1 (stereo unspecified)
  x, 2, -11, 1, -18, 24, -5, 2
> C[C@H](O)C#Cc1cnc2c(c1)C(=O)N([C@H](C)CO)C[C@H](C)[C@@H](CN(C)C(=O)Cc1ccccn1)O2
  -12, -10, x, 8, 13, 19, 1, 2

Random excerpt: five compounds from above
Values run as follows: ARNT TACC3 PPI, Statin myotox sup, PAX8 inh HTS, PGC1a acetyl inh, LGR2 antag, INS-1E GSIS act, PglD inh, Cneo AK release
> CCOc1ccccc1NC(=O)C1CCCN(C(=O)Nc2ccccc2)C1 (stereo unspecified)
  -2, -8, -5, -1, x, x, -10, 1
> O=C(CSc1nnc(-c2cccnc2)n1CCN1CCCCC1)Nc1cccc(Cl)c1
  25, x, 17, x, -4, 3, x, x
> CCCNC(=O)c1ccccc1N1CCN(CCCCN2C(=O)C3CCCCN3C2=O)CC1 (stereo unspecified)
  -1, -1, 27, 9, -5, 8, -3, -1
> C[C@H](O)C#Cc1cnc2c(c1)C(=O)N([C@H](C)CO)C[C@H](C)[C@@H](CN(C)C(=O)Cc1ccccn1)O2
  -12, -10, x, 8, 13, 19, 1, 2
> COc1ccc(O)c(C(=O)c2cnn(S(=O)(=O)c3ccc(C)cc3)c2)c1
  x, -3, -46, 7, -8, 7, -6, -1

The list continues:
Values run as follows: ARNT TACC3 PPI, Statin myotox sup, PAX8 inh HTS, PGC1a acetyl inh, LGR2 antag, INS-1E GSIS act, PglD inh, Cneo AK release
> CC[C@H](C)[C@@H](C(=O)NCCCCCCCCCCC(=O)N1CCNCC1)n1cc(CCCCCN)nn1
  9, 3, -12, x, 7, 0, 1, 15
> C[C@@H]1CN([C@H](C)CO)C(=O)c2cc(NC(=O)CCCN(C)C)ccc2O[C@H]1CN(C)C(=O)Nc1ccc2c(c1)OCO2
  16, -13, -34, -2, 1, 30, 1, 0
> C[C@@H]1CN([C@@H](C)CO)C(=O)c2cc(Br)cnc2O[C@H]1CN(C)C(=O)c1cccc(F)c1
  -5, 8&1, -3, -29&-34, 3&13, -4&8, 6&0, 1&6
> C=CCSc1ncccc1C(=O)NCCc1ccccc1
  2, 16, -6, x, 24, 19, -1, 0
> Cc1cccc(C2NC(=O)c3ccccc3N2)c1 (stereo unspecified)
  -5, x, -183, 1, -105, x, x, x
> COc1ccc(CNCc2ccc(OC)c3ccccc23)cc1
  0, -10, 0, -2, 7, -27, -11, 5
> COc1ccc(NC(=O)N(C)C[C@@H]2Oc3ccc(NC(=O)Nc4c(C)noc4C)cc3CC(=O)N([C@H](C)CO)C[C@H]2C)cc1
  5, 15, -14, 6, -5, 14, 9, 2
> C=CCC[C@@H](Cc1ccc(F)cc1)C(=O)OC[C@H](C)NC(=O)[C@@H](CC=C)CC(=O)N(CCO)Cc1ccccc1
  0, 1, 6, x, -1, -46, 1, 2
> Cc1ccccc1OCC(O)CN1CCCCC1 (stereo unspecified)
  -2, x, 11, 3, 10, -3, x, x
> C[C@@H]1CN([C@H](C)CO)C(=O)c2c(c3ccccc3n2C)-c2ccccc2CO[C@H]1CN(C)C(=O)Nc1ccccc1
  x, 6, 26, -16, 11, -20&-25, 0, 3
> CCc1nnc(NC(=O)CCC(=O)N2CCN(Cc3ccc(F)cc3)CC2)s1
  1, 23, -25, -4, 2, 31, -1, -1
> Cc1[nH]n(-c2ccc(Cl)cc2)c(=O)c1C=NC12CN3CN(CN(C3)C1)C2
  -1, x, 81*, x, 7, -10, x, x
> CC(C)(C)N(CC#CCC(O)(c1ccccc1)C1CCCC1)CCO (stereo unspecified)
  1, x, -3, 1, 14, -2, x, x
> Cc1ccccc1Nc1nc(N)nc(CSc2ccc(F)cc2)n1
  2, -2, -248, 5, -158, -2, -1, -6
> CC(=O)Nc1cc(-c2ccc(C(=O)N3CCOCC3)cc2)cn2c(-c3ccc(C(C)=O)cc3)cnc12
  x, -8, -10, -5, -23, x, -1, 0
> COc1ccc2c(c1)OC[C@H]1[C@H]2N2C(=O)CN(Cc3ccccc3)C(=O)[C@@]2(C)[C@H]1c1ccccc1
  -11, 1, -4, 5, 12, -5, 4, -1
> CCN1CCN(C(=O)c2nn(-c3ccc(OC)cc3)c(=O)c3c2c2ccccc2n3C)CC1
  10, 2, 35, -6, 29, 4, x, x
> Cc1cc(N2CCN(c3ccccc3)CC2)nc(N)n1
  1, -1, x, -7, x, x, 1, 0
> C[C@H](CO)N1C[C@H](C)[C@H](CN(C)Cc2ccc(Oc3ccccc3)cc2)Oc2ccc(NC(=O)Nc3ccc(F)cc3)cc2C1=O
  12, x, x, -17, 44, -22, -2, -2
> Cc1ccc(Cl)cc1N1C(=O)CC(Sc2ncccn2)C1=O (stereo unspecified)
  4, -2, 12, -4, -13, x, -6, -1
> CCOC(=O)c1sc(NC(=O)COc2ccc3c(c2)OCO3)nc1C
  -2, 3, -3, x, -5, 12, -1, 0
> COc1cc(N2CCCC2)c(OC)cc1/C=C(/C#N)c1ccc(Br)cc1
  -8, -7, x, 2, x, x, -4, -3
> Cc1ccc(CN2CCN(Cc3cn[nH]c3C3CCCCC3)CC2CCO)cc1 (stereo unspecified)
  3, -6, -5, 4, 15, -11, 2, -1
> Cc1ccc(NC(=S)N2CCN(S(=O)(=O)c3ccc(C)cc3)CC2)cc1
  -1, 2, 1, -3, 16, -3, -2, 0
> COc1ccccc1NC(=O)/C(C#N)=C/c1c(C)nn(-c2ccc(F)cc2)c1Cl
  -3, x, 0, x, 4, -5, x, x
> Cc1ccc(C(C(=O)NCc2ccc(F)cc2)N(C(=O)c2csnn2)C2CC2)cc1 (stereo unspecified)
  0, -2, 10, x, 2, -34, -6, 3
> Clc1ccc(CN2CCCCCC2)cc1
  -5, 17, -18, x, 1, 14, 2, -1
> CCOC(=O)c1c(C)nc(C)c(C(=O)OCC)c1-c1cccc([N+](=O)[O-])c1
  x, -15, 7, x, 7, 8, 4, -1
> COC(=O)c1c(C)nc(C)c2c(=O)oc3ccccc3c12
  -1, -15, x, -2, x, x, -7, 3
> O=C1N(c2ccccc2C(F)(F)F)O[C@@]1(c1ccccc1)C1CCCCC1
  -2, -10, 40, -14, x, x, -2, 2

Next section, overlapping the part above by 2 compounds.
Values run as follows: ARNT TACC3 PPI, Statin myotox sup, PAX8 inh HTS, PGC1a acetyl inh, LGR2 antag, INS-1E GSIS act, PglD inh, Cneo AK release
> COC(=O)c1c(C)nc(C)c2c(=O)oc3ccccc3c12
  -1, -15, x, -2, x, x, -7, 3
> O=C1N(c2ccccc2C(F)(F)F)O[C@@]1(c1ccccc1)C1CCCCC1
  -2, -10, 40, -14, x, x, -2, 2
> CC(c1nnc(SCn2nnc3ccccc3c2=O)n1-c1ccc(Cl)cc1)N(C)C (stereo unspecified)
  -1, 7, x, 1, x, x, 2, 1
> O=C(c1cnn2c(C(F)(F)F)cc(-c3ccccc3)nc12)N1CCCc2ccccc21
  -11, -18, x, 8, 3, 20, -4, 1
> C/C=C/c1ccc([C@@H]2[C@@H](CO)N(C(=O)C3CCOCC3)C23CN(C(=O)NC(C)C)C3)cc1
  x, x, 4, 2, -5, 5, x, x
> COc1ccc(N2C(=O)CC(Nc3cccc(C(C)=O)c3)C2=O)cc1OC (stereo unspecified)
  -5, -2, x, 8, x, x, -2, 0
> O=C(O)CN1C(=O)C2(OCCO2)c2cc(Br)ccc21
  -4, x, -18, 2, x, x, -2, 1
> CCc1cccc(NC(=O)C2CCCN2S(=O)(=O)c2cccc3cccnc23)c1 (stereo unspecified)
  x, 20, 20, 18, -7, -2, 3, 5
> CCc1ccc(/C=C2\SC(=S)N(CCCC(=O)NCCCN3CCOCC3)C2=O)cc1
  x, 1, 62*, 15, -28, 41*, -9, 2
> CSc1ccc(Cl)c(C(=O)NNC(=O)c2csc(N3CCOCC3)n2)c1
  -9, x, -16, x, 1, -4, x, x
> COc1ccc2cc(-c3[nH]ncc3CN3C[C@@H]4CCC[C@H]3C4)ccc2c1
  0, x, -8, -6, -50, -10, x, x
> COCCN(C(=S)Nc1ccc(OC)cc1)C1CCN(C(C)=O)CC1
  -6, x, -22, -2, -1, 20, x, x
> CCOC(=O)C1=C(C)N(C)C(=O)NC1c1cc2c(cc1[N+](=O)[O-])OCO2 (stereo unspecified)
  8, 0, 10, 7, 12, 7, 2, 1
> CC(C)NC(=O)N1[C@@H]2CN(C(=O)Nc3ccc(F)cc3)c3ccccc3[C@@H]2[C@@H]1CO
  0, -4, -29, 7, 6, 6, 2, 0

Look-ups from the entries so far.
Under PGC1a acetyl inh, COc1ccc(C(=O)C[n+]2ccc3c(c2)nc(-c2cc(OC)c(OC)cc2OC)n3C)cc1 shows 5
Under PAX8 inh HTS, COc1ccc2cc(-c3[nH]ncc3CN3C[C@@H]4CCC[C@H]3C4)ccc2c1 shows -8
Under PglD inh, CCOC(=O)c1c(C)nc(C)c(C(=O)OCC)c1-c1cccc([N+](=O)[O-])c1 shows 4
Under PAX8 inh HTS, CC(C)(C)N(CC#CCC(O)(c1ccccc1)C1CCCC1)CCO (stereo unspecified) shows -3
Under ARNT TACC3 PPI, O=C(O)CN1C(=O)C2(OCCO2)c2cc(Br)ccc21 shows -4
